Bioassay records (PubChem)
S-ASM inh: inhibitors of human secretory acid sphingomyelinase; P17405; placental ASM, HMU-PC fluorogenic substrate, 60 min; Potency, µM (series often up to 57.5 µM), without a hit: at the top dose activity change, negative = inhibition, most hits filed as inhibitors; 340,000 tested, 0.006% active; AID 504937; also: potency is read from the fitted curve at half-maximal effect
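qHTS format. ASM enzyme prepared from human placenta hydrolyses the fluorogenic substrate HMU-PC0 (9 uM final) over 60 min at 37 °C after a 10 min compound preincubation.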
TCR activator: activators of T cell receptors; 330,000 tested, under 10 active; Potency, µM (doses to about 9.22 µM), without a hit: at the top dose activation of IL-2 secretion, usual class: activators; primary human leukocytes, anti-CD3, IL-2 HTRF, 48 h; also: % of control where 0% means no effect
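1) Mix primary human leukocytes, a-CD3 beads and compound. 2) Incubate 48 hr. 3) Add HTRF IL-2 reagents (a-IL-2-K, a-IL-2-d2).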
A-T KAP1 phos: potential ataxia-telangiectasia treatments restoring KAP-1 phosphorylation; […] A-T fibroblasts, KAP-1 phosphorylation AlphaLISA; neocarzinostatin DNA damage 30 min before lysis; Potency, µM (doses to about 57.5 µM), without a hit: top-dose activation, most hits filed as activators; 320,000 tested, 0.19% active; AID 485349; also: potency is read from the fitted curve at half-maximal effect; % of control where 0% means no effect; nearly all actives have a fitted effect of over 45% in size
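hTERT-immortalized A-T patient fibroblasts ([…]), 500 cells/well in OPTI-MEM, 1% FBS, got compounds for 60 min, then NCS for 30 min at 37C. Lysates were then assayed for phospho-KAP-1 by AlphaLISA (anti-pKAP1 donor, anti-KAP1 acceptor beads), 6 hr at 25C.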
a7 integrin act: activates integrin-mediated alleviation for muscular dystrophy; 350,000 tested, 0.064% active; alpha7betagal myoblasts, beta-gal FDG fluorescence, 48 h; Potency, µM (series often up to 38.3 µM), inactives show at the top dose activation, hits mostly activators;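 also: potency is read from the fitted curve at half-maximal effect; 100% = response of the positive control SU9516; nearly all actives have a fitted effect of over 60% in size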
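alpha7betagal+/- myoblasts (passage 13, 250/well) treated 48 h at 37C with compounds at 1:260 dilution of DMSO stock. Lysed, then beta-galactosidase activity read as FDG fluorescence (ex 480/em 540) after 30 min, with pre-read for autofluorescence.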
ELG1 repair inh: inhibitors of ELG1-dependent DNA repair in HEK293T cells; AID 504467; 330,000 tested, 2.3% active; Potency, µM (top dose mostly 46.1 µM), without a hit: at the highest dose activity change, negative = inhibition, most hits filed as inhibitors; HEK293T ELG1-luciferase reporter, luminescence, 16 h; DNA damage induced by 5-fluorouridine; also: potency is read from the fitted curve at half-maximal effect; % is scaled to controls: 0 for no effect and ±100 for the full control effect; nearly all actives have a fitted effect of over 55% in size
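5-Fluorouridine DNA damage + compound/DMSO, 2,000 cells/well, 16 h, 37 °C/5% CO2. ONE-Glo, 30 min RT, luminescence. Readout = decrease in reporter signal.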
Mito fusion act: mitochondrial division inhibition or fusion activation; S. cerevisiae fusion-defective mutant growth rescue, CellTiterGlo 48 h; Potency, µM (top dose mostly 46.1 µM), inactives show at the top dose growth rescue (activation), hits mostly activators; 320,000 tested, 0.23% active;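 also: potency is read from the fitted curve at half-maximal effect; % of control where 0% means no effect; nearly all actives have a fitted effect of over 45% in size; temperature-sensitive fusion mutants such as fzo1-1 at 37 °C on non-fermentable ethanol glycerol medium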
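Yeast fusion mutant, YPEG (non-fermentable carbon), compound, 48 h at 37C non-permissive; CellTiterGlo added, 10 min RT, luminescence read. Rescued growth = division inhibition.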
TSHR antag: blocks TSH signaling through the human TSH receptor. P16473. TSHR-expressing cells, TSH-stimulated cAMP HTRF, 2 h; active compounds read low. activity change, negative = inhibition, % at 11.5 µM. 330,000 tested, 0.2% active. AID 504810;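 active = activity change below a set negative limit, meaning inhibition stronger than a set level, cut at about -70% in these data; inconclusive = activity change between two set negative limits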; also: % is scaled to controls: 0 for no effect and ±100 for the full control effect
Target sequence (P16473 whole entry, looked up): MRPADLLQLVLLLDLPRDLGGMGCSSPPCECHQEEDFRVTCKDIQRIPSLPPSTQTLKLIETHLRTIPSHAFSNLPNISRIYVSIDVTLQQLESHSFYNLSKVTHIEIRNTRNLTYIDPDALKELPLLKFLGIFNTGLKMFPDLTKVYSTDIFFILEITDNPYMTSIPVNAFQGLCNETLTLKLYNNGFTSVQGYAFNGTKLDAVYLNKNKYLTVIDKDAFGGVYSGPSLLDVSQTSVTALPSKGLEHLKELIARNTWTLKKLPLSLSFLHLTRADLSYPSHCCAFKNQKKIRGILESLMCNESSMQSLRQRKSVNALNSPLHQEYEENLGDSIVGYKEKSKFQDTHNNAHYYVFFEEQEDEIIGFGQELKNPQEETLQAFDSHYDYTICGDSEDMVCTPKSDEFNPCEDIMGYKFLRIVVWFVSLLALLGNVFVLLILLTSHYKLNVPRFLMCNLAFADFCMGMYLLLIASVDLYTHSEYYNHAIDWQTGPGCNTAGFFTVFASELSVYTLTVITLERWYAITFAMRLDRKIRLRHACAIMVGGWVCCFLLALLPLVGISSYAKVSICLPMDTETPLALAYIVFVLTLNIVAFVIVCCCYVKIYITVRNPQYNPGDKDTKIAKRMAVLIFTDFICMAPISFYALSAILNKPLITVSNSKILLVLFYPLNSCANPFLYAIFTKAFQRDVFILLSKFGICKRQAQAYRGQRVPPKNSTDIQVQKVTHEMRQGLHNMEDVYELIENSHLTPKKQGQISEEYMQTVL
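Cell-based HTRF cAMP assay; TSHR cells + compound, TSH EC80 (4nM final), 2 h, 37 deg C. Lysis with anti-cAMP cryptate and cAMP-d2, 30 min RT, read 665/620 nm.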
Eya2 inh: inhibitors of human Eya2 phosphatase activity | recombinant Eya2, OMFP fluorescence dephosphorylation (OMFP is methylfluorescein phosphate) | O00167 | Potency, µM (highest dose often 76.9 µM), without a hit: at the top dose activity, negative = inhibition, hits mostly inhibitors | 330,000 tested, 0.006% active; also: potency is read from the fitted curve at half-maximal effect; % is scaled to controls: 0 for no effect and ±100 for the full control effect
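Eya2 (0.2 uM) preincubated 10 min at ambient with compound, then OMFP substrate added at 50 uM; 10 min reaction in 50 mM HEPES pH 7.5, 50 mM NaCl, 5 uM MgCl2, 0.05% BSA, 1 mM DTT. Fluorescence read at Ex 485/Em 525 nm.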
BCR signal inh: blocks chronic active B-cell receptor signaling. ABC-DLBCL IkBa-CBG/CBR reporter, luminescence ratio, 4 h. 340,000 tested, 0.05% active. Potency, µM (highest dose often 46.1 µM), inactives show top-dose ratio change, negative = lower green/red ratio, most hits filed as inhibitors. AID 493014; active = well fitted inhibition curve with a large enough effect in the signal ratio, with a control signal flat, not every such curve was filed as active; inconclusive = small, poorly fitted or top-dose-only effect, or effect the other way, or a change in a side signal; the % refers to the signal ratio;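 also: potency is read from the fitted curve at half-maximal effect; plate controls were basal doxycycline-induced cells for no effect and cells given 10 µM MG132 for full effect; MG132 reads +100%, hits lower the ratio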
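Doxycycline induced both beetle luciferases in TMD8 lymphoma cells; IKK-driven degradation limits the IkappaBalpha-fused green signal, while red luminescence normalises for cell number and nonspecific effects. Compounds tested up to 46 uM, 4 hrs.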
Tb PFK inh: blocks T. brucei phosphofructokinase; 330,000 tested, 0.17% active; T. brucei PFK, ADP-Glo luminescence; Potency, µM (titrated, usually from 57.5 µM), for the others: at the top dose activity, negative = inhibition, most hits filed as inhibitors; O15648;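 also: potency is read from the fitted curve at half-maximal effect; 0% = uninhibited 1x PFK enzyme wells and -100% = no-enzyme wells; nearly all actives have a fitted effect of over 60% in size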
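PFK 1.25 nM, F6P 0.5 mM, ATP 0.1 mM, 0.1 M TEA pH 8.0, 5 mM MgCl2, 0.01% Tween20, 0.1% BSA; 45 min RT. ADP-Glo readout. qHTS titration up to 57 uM; curves fitted, compounds curve-classed.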
PTAP TSG101 blk: blocks PTAP/TSG101 interaction to inhibit HIV-1 budding; AID 493005; Q99816; Potency, µM (top dose mostly 115 µM), inactives show top-dose activity change, negative = inhibition, hits mostly inhibitors; 340,000 tested, under 10 active; Fluorescence polarization, FITC-PTAP peptide / Tsg101 binding; active = well fitted inhibition curve with a large enough effect in the main read-out, with a control signal flat, not every such curve was filed as active; inconclusive = small, poorly fitted or top-dose-only effect, or effect the other way, or a change in a side signal; inactive = no such curve, though single readings can be large or run the other way; also: potency is read from the fitted curve at half-maximal effect; % of control where 0% means no effect
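Tsg101 binding domain (10 uM final) was mixed with compound and a FITC-labeled PTAP peptide (50 nM final) in HEPES pH 7.5 buffer with NaCl, Tween 20, EDTA and TCEP; fluorescence polarization was read after 20 min at r.t.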
* marks the source's active call; other numbers are inactive results; u = inconclusive; x = not tested or not shown; [ ] = dose if it differs, or a comment. Unless noted, calls follow the shape of the dose curve; as a rule, active = well fitted curve in the direction sought with a large enough effect; inconclusive = small, poorly fitted or top-dose-only effect, or another doubt; inactive = no such curve, though single readings can be large; an effect the other way counts as inactive or inconclusive.

1. O=C(NCc1cccnc1)c1ccc2c(c1)OCO2
2. O=C(O)/C=C/c1ccc(S(=O)(=O)N2CCCCCC2)cc1
3. COc1cc(NS(=O)(=O)c2ccc(OC)c(OC)c2)cc(OC)c1
4. COc1ccc(CCNC(=O)CN(C)S(=O)(=O)c2ccc3c(c2)CCC(=O)N3)cc1OC
5. CC(C)n1c(C(=O)OCC(=O)NCc2ccc3c(c2)OCO3)cc2occc21
6. CC(=O)N1CCc2c(sc(NC(=O)C3CCCCC3)c2C(N)=O)C1
Screen / compound no. | 1 | 2 | 3 | 4 | 5 | 6
S-ASM inh | 0% | 4% | 2% | -4% | -6% | 77%[activator]
TCR activator | 1% | 3% | -2% | -3% | 3% | 0%
A-T KAP1 phos | -7% | -11% | 4% | -1% | -2% | 0%
a7 integrin act | 18% | 11% | 1% | -4% | 13% | -8%
ELG1 repair inh | 14% | 9% | -19% | 17% | -1% | 46%
Mito fusion act | 3% | 0% | 2% | -3% | u | 1%
TSHR antag | 0 | 8 | 4 | 29 | 0 | -10
Eya2 inh | 25% | 14% | -10% | 8% | -8% | 5%
BCR signal inh | 1% | 4% | 0% | -3% | u | -19%
Tb PFK inh | -2% | -1% | -7% | 4% | 0% | 0%
PTAP TSG101 blk | -6% | -4% | -9% | 0% | -2% | -4%

Shown as a markdown table: entries from further up
| entry | Structure | S-ASM inh | TCR activator | A-T KAP1 phos | a7 integrin act | ELG1 repair inh | Mito fusion act | TSHR antag | Eya2 inh | BCR signal inh | Tb PFK inh | PTAP TSG101 blk |
| --- | --- | --- | --- | --- | --- | --- | --- | --- | --- | --- | --- | --- |
| 4 | COc1ccc(CCNC(=O)CN(C)S(=O)(=O)c2ccc3c(c2)CCC(=O)N3)cc1OC | -4% | -3% | -1% | -4% | 17% | -3% | 29 | 8% | -3% | 4% | 0% |
| 6 | CC(=O)N1CCc2c(sc(NC(=O)C3CCCCC3)c2C(N)=O)C1 | 77%[activator] | 0% | 0% | -8% | 46% | 1% | -10 | 5% | -19% | 0% | -4% |
| 2 | O=C(O)/C=C/c1ccc(S(=O)(=O)N2CCCCCC2)cc1 | 4% | 3% | -11% | 11% | 9% | 0% | 8 | 14% | 4% | -1% | -4% |
| 3 | COc1cc(NS(=O)(=O)c2ccc(OC)c(OC)c2)cc(OC)c1 | 2% | -2% | 4% | 1% | -19% | 2% | 4 | -10% | 0% | -7% | -9% |
| 1 | O=C(NCc1cccnc1)c1ccc2c(c1)OCO2 | 0% | 1% | -7% | 18% | 14% | 3% | 0 | 25% | 1% | -2% | -6% |

Some of these compounds in order of the S-ASM inh value, high to low.
nr | structure | S-ASM inh
2 | O=C(O)/C=C/c1ccc(S(=O)(=O)N2CCCCCC2)cc1 | 4%
1 | O=C(NCc1cccnc1)c1ccc2c(c1)OCO2 | 0%
4 | COc1ccc(CCNC(=O)CN(C)S(=O)(=O)c2ccc3c(c2)CCC(=O)N3)cc1OC | -4%

Continued:
7. CCOc1cc(CNCc2ccccn2)ccc1OCC(=O)NC1CCCCC1
8. COc1ccc(Cl)cc1NC(=O)c1ccc2c(SCC(=O)O)c3c(nc2c1)CCCC3
9. Cc1cc(C(=O)CSc2nnc3ccccn23)c(C)n1-c1ccccc1
10. CCC(=O)N(c1nnc(SCC(=O)Nc2ccc(N3CCOCC3)cc2)s1)C1CC1
11. O=c1cc(O)c2sc3nc4c(c(C(F)(F)F)c3c2[nH]1)CCCCC4
12. CC(=O)Nc1ccc(Nc2nc(C)c([N+](=O)[O-])c(Nc3ccccc3)n2)cc1
Screen / compound no. | 7 | 8 | 9 | 10 | 11 | 12
S-ASM inh | 1% | 1% | 2% | 3% | 17% | u
TCR activator | -3% | -2% | -3%[46.1 µM] | -4% | 9% | -3%[46.1 µM]
A-T KAP1 phos | 3% | 7% | -3% | -2% | 9% | 2%
a7 integrin act | -3% | 5% | 0% | 17% | 1% | 0%
ELG1 repair inh | -25% | 10% | u | -1% | 16% | 15µM*
Mito fusion act | 1% | 0% | 2% | 2% | -4% | 8%
TSHR antag | 0 | 29 | 7 | -20 | -4 | -19
Eya2 inh | -1% | -7% | 4% | -10% | -24% | 3%
BCR signal inh | 3% | u | -3% | -8% | 2% | u
Tb PFK inh | 1% | 24% | 0% | 1% | 3% | 0%
PTAP TSG101 blk | -3% | -2% | -3% | -1% | -6% | -3%

13. O=C1CCC(C(=O)N2CCCC(N3CCN(c4cccc(C(F)(F)F)c4)CC3)C2)=NN1 (configuration not stated)
14. CCn1c(CCC(=O)O)nc2cc(S(=O)(=O)N(C)C)ccc21
15. O=C(NCc1cccc(F)c1)c1cccc2c1C(=O)c1ccc(N3CCOCC3)cc1S2(=O)=O
16. COc1ccccc1OCCCCN1CCC(C)CC1
17. CN(C)c1ccc(CNn2cnnc2SCc2ccccc2F)cc1
Screen / compound no. | 13 | 14 | 15 | 16 | 17
S-ASM inh | 1% | 0% | 29% | 2% | 5%
TCR activator | 4% | 5% | 6% | -4% | 7%
A-T KAP1 phos | -4% | -8% | -2% | 3% | -4%
a7 integrin act | 14% | -10% | -5% | -49%[inhibitor] | 8%
ELG1 repair inh | 7% | 4% | u | -7% | u
Mito fusion act | -12% | 4% | x | -4% | 1%
TSHR antag | 6 | -4 | -4 | 0 | 0
Eya2 inh | -5% | -2% | 8% | u | -1%
BCR signal inh | -3% | 1% | -1% | 2% | 11%
Tb PFK inh | -5% | -1% | -17% | -10% | 0%
PTAP TSG101 blk | -2% | -1% | -1% | -1% | -4%

An unsorted share of the library; overall some 3.2% were active at least once.
